POLK inh – DNA polymerase kappa (human) inhibition. Potency, µM (titrated, usually from 107 µM), inactives show at the highest dose activity, negative = inhibition, actives largely listed as inhibitors. Q9UBT6. purified Pol kappa, fluorescent DNA synthesis assay, 10 min. 0.53% of 400,000 active. AID 588579; further: on the % scale 0 is the no-effect control and ±100 the full control effect
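50 nM final substrate added after 15 min RT preincubation of 10 nM Pol kappa with compound; fluorescence read at 0 and 10 min.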
APE1 inh – inhibitors of human APE1 endonuclease | AID 2517 | Potency, µM (top dose mostly 65.8 µM), for inactives: top-dose activity change, negative = inhibition, hits mostly inhibitors | 0.35% of 350,000 active | recombinant APE1, TAMRA/BHQ-2 abasic DNA cleavage fluorescence | P27695;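 further: plate controls were vehicle for no effect and reference inhibitor for full effect; nearly all actives have a fitted effect of over 55% in size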
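Readout is kinetic fluorescence (ex 525, em 598 nm) from cleavage of 50 nM TAMRA/BHQ-2 THF abasic duplex by 0.75 nM APE1, compound added 15 min beforehand at RT.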
POLI inh – DNA polymerase iota (human) inhibition. Q9UNA4. Pol iota fluorescent replication assay, 10 min. Potency, µM (series often up to 115 µM), without a hit: at the highest dose activity, negative = inhibition, actives largely listed as inhibitors. 1% of 390,000 active. AID 588590
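Pol iota at 10 nM preincubated 15 min with compounds at room temperature; reaction started with fluorescent substrate, 50 nM final. Fluorescence read kinetically at 0 and 10 min; buffer-only wells as negative control.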
POLH inh – DNA polymerase eta (human) inhibition; Q9Y253; recombinant Pol eta, fluorescent DNA replication assay; Potency, µM (top dose mostly 114 µM), inactives show at the top dose activity change, negative = inhibition, actives largely listed as inhibitors; 1.2% of 390,000 active; AID 588591; further: on the % scale 0 is the no-effect control and ±100 the full control effect
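Pol eta (10 nM) was preincubated with compounds for 15 min at room temperature, after which fluorescent replication substrate (50 nM final) was added to start the reaction. Fluorescence was read kinetically at 0 and 10 min.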
BLM inh – Bloom syndrome helicase (human) inhibition | 0.2% of 350,000 active | Potency, µM (series often up to 56.1 µM), for the others: at the top dose activity change, negative = inhibition, actives largely listed as inhibitors | P54132 | recombinant BLM DNA unwinding, fluorescence dequenching;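 further: plate controls were vehicle for no effect and no enzyme for full effect; nearly all actives have a fitted effect of over 35% in size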
Pol beta inh – blocks human DNA polymerase beta activity; P06746; Pol beta primer extension/strand displacement, fluorescence kinetic; Potency, µM (titrated, usually from 114 µM), for inactives: at the highest dose activity change, negative = inhibition, hits mostly inhibitors; 1.3% of 340,000 active; AID 485314; further: on the % scale 0 is the no-effect control and ±100 the full control effect
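Curves were derived by four-parameter Hill fits of normalized qHTS data. The kinetic fluorescent primer-extension read was taken at 0 and 10 min after 50 nM substrate, following a 15 min room-temperature preincubation of 10 nM enzyme with compounds.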
G9a inh – inhibitors of human histone lysine methyltransferase G9a; AID 504332; 8.8% of 350,000 active; G9a H3K9 monomethylation, AlphaScreen, 2 h; Q96KQ7; Potency, µM (doses to about 102 µM), for the others: at the top dose activity, negative = inhibition, most hits filed as inhibitors; further: on the % scale 0 is the no-effect control and ±100 the full control effect; nearly all actives have a fitted effect of over 75% in size
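Chemiluminescent proximity detection of H3K9 monomethylation, read after 10 min bead incubation in the dark. Reaction: 20 nM G9a, 500 nM biotin-H3K9 peptide, 20 uM SAM cofactor, 2 h, room temperature, following 15 min enzyme-compound preincubation.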
Apoferritin bind – binds horse apoferritin like a general anesthetic | AID 485281 | Potency, µM (top dose mostly 77.5 µM), inactives show top-dose activity change, negative = displacement, hits mostly inhibitors | apoferritin/1-aminoanthracene competitive binding, fluorescence | 0.074% of 350,000 active | P02791; further: on the % scale 0 is the no-effect control and ±100 the full control effect; nearly all actives have a fitted effect of over 20% in size
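Horse-spleen apoferritin (10 uM) in 50% saturated 1-aminoanthracene in PBS was incubated 10 min at room temperature with compound. Fluorescence (ex 380, em 535 nm) was normalized to free and bound 1-AMA, with concentration-response fitted by a four-parameter Hill equation.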
BAZ2B block – blocks human BAZ2B; AlphaScreen BAZ2B-H3K14Ac peptide displacement; 4.4% of 360,000 active; Potency, µM (doses to about 114 µM), for the others: at the top dose activity change, negative = inhibition, usual class: inhibitors; AID 504333; Q9UIF8; further: on the % scale 0 is the no-effect control and ±100 the full control effect; nearly all actives have a fitted effect of over 60% in size
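Inhibition is scored as reduced AlphaScreen emission. The BAZ2B/b-H3(5-23)K14Ac complex (50 nM each) in PBS pH 7.4, 0.01% Tween-20 meets compound (up to 110 uM) for 30 min at RT before bead addition.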
Starred values were filed as active, the others as inactive; u = inconclusive; x = no result given; & = joins results of further samples; [ ] = dose if it differs, or a comment. The call rests on the fitted dose curve; in most records, active means well fitted curve in the direction sought with a large enough effect; inconclusive means small, poorly fitted or top-dose-only effect, or another doubt; inactive means no such curve, though single readings can be large; an effect the other way counts as inactive or inconclusive. Potency means the concentration at half of the fitted maximal effect.

#	SMILES	POLK inh	APE1 inh	POLI inh	POLH inh	BLM inh	Pol beta inh	G9a inh	Apoferritin bind	BAZ2B block
1	O=C(CCn1c(=O)oc2ccccc21)N1CCC2(CC1)OCCO2	-22%	-1%	1%	5%	0%	u	-11%	-13%	-3%
2	COc1ccccc1C(=O)Nc1ccc2nc(SCC(=O)N(C)c3ccccc3)sc2c1	-3%	x	3%	-15%	-1%	-1%	5%[59 µM]	27%	-1%
3	O=C(N/N=C/c1c(O)n(Cc2ccc(F)cc2)c(=O)[nH]c1=O)c1ccccc1O	-7%	-6%	6%	-15%	-1%	-1%[57.1 µM]	45µM*	6%	u
4	C/C=C/C/C=C/CCC(=O)[C@H]1O[C@H]1C(N)=O	3%[19.4 µM]	3%	x	x	x	x	u	-22%	x
5	CN1C(=O)C(=Cc2ccc(SC3CCCCC3)o2)C(=O)N(C)C1=O	-27%	-3%	u	22µM*	0%	22µM*	13µM*	-7%	56µM*
6	CC1=NN(c2ccccc2)C(=O)C1/C=C1/C(=O)NC(=O)N(c2cc(C)cc(C)c2)C1=O (configuration not stated)	-3%	-4%	u	-8%	-1%	-22%	u	-22%	u
7	COc1ccc(-c2c(C)nn3c(-c4ccccc4)cc(C)nc23)cc1OC	-5%	x	-11%	-7%	-6%	-1%	u	-2%	u
8	Cc1ccc(NC(=O)COC(=O)/C=C/c2ccco2)cc1S(=O)(=O)N(C)C	-44%	6%	u	16µM*	-6%	u	14µM*	-20%	u
9	CCOc1c(Cl)cc(CNC(C)C(O)c2ccccc2)cc1OC (configuration not stated)	7%	14%	5%	-1%	0%	33%	x	-5%	-12%
10	COc1ccccc1N=c1scc(-c2ccc(S(=O)(=O)N3CCCC3)cc2)n1C	-29%	x	-19%	-12%	-10%	-3%	10µM*	184%[activator]	8.9µM*
11	CCCN[C@@H]1C(=O)N2C(C(=O)OCCC)=C(C)CS[C@H]12	-11%&0%	10%	-4%&0%	-17%	-1%	49%	u	-21%	-24%
12	CN(CC(=O)NC1CCCC1)S(=O)(=O)c1cccc(Cl)c1	-9%	0%	87%[activator]	-10%	x	x	x	x	x

The list goes on (7 carried over from the part before).
#	SMILES	POLK inh	APE1 inh	POLI inh	POLH inh	BLM inh	Pol beta inh	G9a inh	Apoferritin bind	BAZ2B block
6	CC1=NN(c2ccccc2)C(=O)C1/C=C1/C(=O)NC(=O)N(c2cc(C)cc(C)c2)C1=O (configuration not stated)	-3%	-4%	u	-8%	-1%	-22%	u	-22%	u
7	COc1ccc(-c2c(C)nn3c(-c4ccccc4)cc(C)nc23)cc1OC	-5%	x	-11%	-7%	-6%	-1%	u	-2%	u
8	Cc1ccc(NC(=O)COC(=O)/C=C/c2ccco2)cc1S(=O)(=O)N(C)C	-44%	6%	u	16µM*	-6%	u	14µM*	-20%	u
9	CCOc1c(Cl)cc(CNC(C)C(O)c2ccccc2)cc1OC (configuration not stated)	7%	14%	5%	-1%	0%	33%	x	-5%	-12%
10	COc1ccccc1N=c1scc(-c2ccc(S(=O)(=O)N3CCCC3)cc2)n1C	-29%	x	-19%	-12%	-10%	-3%	10µM*	184%[activator]	8.9µM*
11	CCCN[C@@H]1C(=O)N2C(C(=O)OCCC)=C(C)CS[C@H]12	-11%&0%	10%	-4%&0%	-17%	-1%	49%	u	-21%	-24%
12	CN(CC(=O)NC1CCCC1)S(=O)(=O)c1cccc(Cl)c1	-9%	0%	87%[activator]	-10%	x	x	x	x	x
13	S=C(S)N1CCCC1	5%[60.1 µM]	-1%&-2%&-8%	u	-19%	3%	-9%[57.1 µM]	0.71µM*	x	12%
14	COC(=O)[C@@H]1[C@@H]2C[C@H]3c4[nH]c5cc(OC)ccc5c4CCN3C[C@@H]2C[C@H](OC(=O)/C=C\c2cc(OC)c(OC)c(OC)c2)[C@H]1OC	-4%[19.4 µM]	x	x	x	-5%[21.4 µM]	x	u	-15%[29.3 µM]	x
15	FC(F)(F)/C(=N\P(=S)(N1CCOCC1)N1CCOCC1)N1CCOCC1	-3%	-2%	16%	-10%	0%	-2%	-32%[12.7 µM]	-1%	-7%
16	CC12CN3CC(c4ccccc4)(CN(C1)C31CCCCC1)C2=O	-1%	-1%	9%	-1%	-1%	-22%	18%[59 µM]	-9%	3%
17	COP(=S)(OC)Oc1nc(Cl)c(Cl)cc1Cl	-7%[60.1 µM]	-5%	x	x	1%	x	x	-12%	x
18	COCCNC(=O)CN1C2CCC1CC(O)(c1cccnc1)C2 (configuration not stated)	0%	22%	103%[activator]	-1%	-3%	-1%	-5%	2%	-1%
19	O=C(Nc1cccnc1)c1c(O)c2c(n(Cc3ccccc3)c1=O)CCCC2	-7%	5%	1%	-14%	-4%	4%	26%	-8%	8%
20	O=C1NC(=O)C(Sc2ccccc2[N+](=O)[O-])C(=O)N1	-13%	39%[activator]	10µM*	-21%	0%	-20%	2.8µM*	-8%	50µM*
21	O=c1c2ccccc2nc(-c2ccccc2)n1-c1ccc(O)cc1	-3%	1%	-13%	-9%	-2%	-10%	x	-7%	-10%
22	Cc1ncc(CN2CCCC(C(=O)c3cccc(OC(C)C)c3)C2)s1 (configuration not stated)	4%[60.1 µM]	-2%	11%	-24%	-2%	2%	2%	-19%	1%
23	Cc1ccc(CN2c3ccccc3-c3nc(SCC(=O)NCc4ccccc4)ncc3S2(=O)=O)cc1	-12%	x	36%[activator]	-13%	-5%	2%	3%[59 µM]	-9%	-6%
24	Cc1nn(Cc2ccccc2Cl)c(Cl)c1C(=O)OCC(=O)NC(=O)NC1CCCCC1	-16%	-3%	-3%	-18%	-7%	2%	12%[59 µM]	-15%	-7%
25	O=C(c1cc(C(=O)NCc2ccccc2)c(=O)n(Cc2ccccc2)c1)c1cc(Br)ccc1O	-18%	4%	13%	-8%	-14%	6%	-49%[59 µM]	-11%	u
26	CC(C)=CCc1c(O)cc2c(c1O)C(=O)CC(c1ccc(O)cc1)O2 (configuration not stated)	-17%	u	-4%	-16%	1%	8%	23%[59 µM]	-19%	-5%
27	Cc1cccnc1-n1c(CN2C(=O)c3ccccc3C2=O)nc2ccccc2c1=O	-10%	u	2%	-2%	1%	u	10%[12.7 µM]	-12%	4%
28	CCCC(C)n1[nH]c(=O)c2c1NC(=O)CSC2c1ccc(OC)c(OC)c1 (configuration not stated)	12%	-5%	21%	0%	2%	-10%	16%[59 µM]	3%	0%
29	O=C(CN1C(=O)C2(OCCO2)c2ccccc21)c1ccc(F)cc1	-13%	3%	5%	-3%	0%	4%	u	-16%	-2%
30	O=C(COc1ccc(Cl)cc1)N(c1ccccc1Cl)C1CN2CCC1CC2 (configuration not stated)	-11%	0%	46%[activator]	0%	-3%	-6%	u	3%	-16%
31	CC1=CC(=O)C2=C(C)CC(O)C3C(C)C(=O)OC3C12 (configuration not stated)	-1%	0%	14%	-11%	1%	1%	u	-2%	-32%
32	O=C(c1cn(Cc2ccccc2F)c2ncccc12)C(F)(F)F	-7%	30%	74%[activator]	-17%	-8%	-2%	204%[activator]	-10%	93%[activator]
33	NC(Cc1ccccc1)c1nc(-c2ccccc2)no1 (configuration not stated)	-10%	7%	-16%	-8%	-3%	2%	13%	-17%	-19%
34	CSc1nc(N)c(N=Nc2ccc([As](=O)(O)O)cc2)c(=O)[nH]1	-24%	-5%	8.9µM*	50µM*	-16%	35µM*	8.9µM*	1%	-18%
35	CN(C)C(=O)Oc1ccc(OC(=O)N(C)C)cc1	-1%	-3%	-12%	-7%	-1%	15%	0%[59 µM]	-12%	19%
36	COC(=O)C1=C(c2cccc(OCc3ccccc3)c2)C[C@@H]2CC[C@H]1N2C(=O)NCCc1ccc(F)cc1	2%	-8%	7%	-7%	x	x	21%[2.33 µM]	x	4%
37	C=CCn1cc(C=C2C(=O)N(C)C(=O)N(C)C2=O)c2ccccc21	-2%	0%	47%[activator]	-16%	-4%	9%	-3%	-4%	5%
38	C#CC1(O)CCC2C3CCC4=CC(=O)CCC4(C)C3CCC21C (configuration not stated)	-2%[19.4 µM]	x	x	x	2%	x	-39%[2.33 µM]	0%	x
39	Cc1cc(OCC(=O)N2CCN(CCc3ccncc3)CC2)cc(C)c1Cl	-21%	x	u	-11%	2%	-8%	-2%[59 µM]	-7%	-9%
40	CC1CN(c2ccc([N+](=O)[O-])cc2Cl)CCN1 (configuration not stated)	0%	u	28%	-15%	0%	24%	40µM*	-13%	-11%
41	CC[N+]12CCC(CC1)C(=C(c1ccccc1)c1ccccc1)C2	-7%	0%	8%	-10%	-3%	42%	46%[59 µM]	9%	24%
42	COC(=O)C1=C(c2ccc(F)cc2OCc2ccccc2)C[C@@H]2CC[C@H]1N2C(=O)NCc1cc(C)oc1C(F)(F)F	-3%	8%	4%	-1%	x	x	x	x	x
43	O=c1c2ccccc2nc(/C=C\c2ccccc2[N+](=O)[O-])n1-c1ccccc1O	-13%	-4%	22%	-4%	-11%	-16%	u	-6%	u
44	O=C1C2CCCN2C(c2cccnc2)N1c1cccc(Cl)c1 (configuration not stated)	17%	2%	-1%	-11%	2%	33%	-1%	-1%	6%

Part of the list above, reduced to Pol beta inh and Apoferritin bind:
nr | canonical_smiles | Pol beta inh | Apoferritin bind
38 | C#CC1(O)CCC2C3CCC4=CC(=O)CCC4(C)C3CCC21C (configuration not stated) | x | 0%
39 | Cc1cc(OCC(=O)N2CCN(CCc3ccncc3)CC2)cc(C)c1Cl | -8% | -7%
40 | CC1CN(c2ccc([N+](=O)[O-])cc2Cl)CCN1 (configuration not stated) | 24% | -13%

Source: PubChem BioAssay (National Center for Advancing Translational Sciences (NCATS))

Not all compounds are listed, so the mix of outcomes need not match the whole.
